Source: PubChem (Sanford-Burnham Center for Chemical Genomics)
SENP8 block-1: SENP8 protease inhibition; AID 2540; Q96LD8; inhibition, % at 10 µM; 330,000 tested, 1.2% active; purified SENP8, Z-RLRGG-aminoluciferin cleavage, luminescence; in the data active = inhibition above about 50%
PfGluPho inh: PfG6PD (Plasmodium falciparum) enzyme inhibition; PfGluPho enzyme, NADPH resazurin-diaphorase fluorescence; 350,000 tested, 0.78% active; AID 504690; inhibition, % at 20 µM;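 active = inhibition reaching at least a set limit at 20 µM in the primary screen, cut at about 59% in these data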;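 also: 0% = DMSO wells with substrate and 100% = DMSO wells lacking glucose-6-phosphate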
NLRP3 yeast inh: inhibitors of NALP3 inflammasome in yeast; Yeast reconstituted NLRP3/ASC/caspase-1, beta-gal luminescence, 24 h; inhibition, % at 10 µM; 330,000 tested, 0.39% active;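 active = inhibition of 50% or more; inactive = inhibition below 50%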;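 also: plate controls were induced DMSO wells for no effect and uninduced yeast grown without galactose for full effect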
SENP6 block: inhibitors of human SENP6 protease. inhibition, % at 10 µM. Recombinant SENP6 catalytic domain, aminoluciferin luminescence. 330,000 tested, 1.8% active. AID 2599;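 active = inhibition above about 50% at the single tested dose, limit read from the data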;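 also: plate controls were DMSO wells with enzyme for no effect and DMSO wells lacking enzyme for full effect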
SENP7 inh: SENP7 protease inhibition; inhibition, % at 5 µM; Q9BQF6; recombinant SENP7, Z-RLRGG-aminoluciferin luminescence, 40 min; AID 434973; 330,000 tested, 1.5% active;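 active = inhibition above about 50% at the single test dose, limit read from the data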;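 also: plate controls were DMSO with enzyme for no effect and no enzyme buffer wells for full effect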
HKDC1 inhibitor: inhibitors of human hexokinase HKDC1. recombinant HKDC1, G6PDH/diaphorase resazurin coupled fluorescence. inhibition, % at 20 µM. 340,000 tested, 0.16% active. AID 493160;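 active = inhibition above about 35% when tested at 20 µM, limit read from the data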;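 also: plate controls were DMSO wells with enzyme for no effect and DMSO wells lacking enzyme for full effect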
Target sequence (Q2TB90 whole entry, looked up): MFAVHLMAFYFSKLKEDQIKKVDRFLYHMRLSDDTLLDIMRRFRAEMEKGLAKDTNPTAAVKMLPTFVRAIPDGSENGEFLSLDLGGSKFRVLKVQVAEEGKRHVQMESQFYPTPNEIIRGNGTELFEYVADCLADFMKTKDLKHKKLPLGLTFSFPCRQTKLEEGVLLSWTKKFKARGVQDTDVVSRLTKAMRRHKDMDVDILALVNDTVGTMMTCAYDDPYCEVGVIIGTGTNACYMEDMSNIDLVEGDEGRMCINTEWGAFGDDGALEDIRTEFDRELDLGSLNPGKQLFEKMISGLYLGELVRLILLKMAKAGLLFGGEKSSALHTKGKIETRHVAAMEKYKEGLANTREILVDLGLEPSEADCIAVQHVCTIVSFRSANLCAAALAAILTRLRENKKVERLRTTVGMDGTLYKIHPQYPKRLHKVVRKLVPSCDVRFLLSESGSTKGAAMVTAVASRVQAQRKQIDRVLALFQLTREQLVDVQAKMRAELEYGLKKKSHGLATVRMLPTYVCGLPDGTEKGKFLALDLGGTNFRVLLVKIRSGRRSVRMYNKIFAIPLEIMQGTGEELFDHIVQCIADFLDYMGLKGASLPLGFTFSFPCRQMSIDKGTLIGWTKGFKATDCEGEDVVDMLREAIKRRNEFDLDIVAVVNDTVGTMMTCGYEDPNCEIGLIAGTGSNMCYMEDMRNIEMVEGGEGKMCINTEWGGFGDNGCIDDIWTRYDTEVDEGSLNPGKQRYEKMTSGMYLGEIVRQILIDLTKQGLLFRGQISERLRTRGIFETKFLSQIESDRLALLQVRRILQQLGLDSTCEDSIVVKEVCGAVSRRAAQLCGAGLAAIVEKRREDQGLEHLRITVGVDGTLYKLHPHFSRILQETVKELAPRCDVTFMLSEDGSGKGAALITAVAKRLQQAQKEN
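Assay system: in-house recombinant HK5 (HKDC1) enzyme. Input: HKDC1 at 5 µg/mL. Medium: Tris pH 8.0 buffer with MgCl2, Tween-20, BSA, BME. Dosing: single 20 µM dose. Schedule: 90 min reaction incubation at room temperature, dark. Signal: resazurin-to-resorufin fluorescence via G6PDH and diaphorase coupling, 525/613 nm. Controls: DMSO-enzyme wells negative, buffer-substituted wells positive.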
SENP8 block-2: blocks human SENP8 cleavage of Nedd8 substrate; 360,000 tested, 0.64% active; recombinant SENP8, Nedd8 substrate fluorescence; AID 602440; inhibition, % at 20 µM; Q96LD8; in the data active = inhibition mostly above about 40%, no sharp cut-off; inactive = mostly below about 27%
SENP1 inh: blocks the human SENP1 SUMO protease catalytic domain; inhibition, % at 10 µM; recombinant SENP1 catalytic domain, CyPet-SUMO1-YPet FRET cleavage; 360,000 tested, 0.21% active;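 active = inhibition at least 30% at 10 µM, raw YFP signal under a set limit, fluorescence ratio 0.5 to 1.5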;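 also: 0% = enzyme with DMSO and 100% = no enzyme wells; some results filed as inactive read as strong as hits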
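Controls: no-enzyme wells low, DMSO-plus-enzyme wells high control. Test system: human recombinant His6-tagged SENP1 catalytic domain enzyme. Reagent: SFCypet-SUMO1-SFYpet FRET protein substrate, 25 nM final. Doses: one dose per compound, 10 µM, 0.5% DMSO. Detection: FRET, CFP and YFP emission. Timing: 50 min reaction at room temperature.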
Apaf1 inhib: blocks human Apaf-1 apoptosome activity; 330,000 tested, 0.71% active; inhibition, % at 20 µM; reconstituted apoptosome caspase-3 activity, DEVD-Rh110 fluorescence; O14727; active = inhibition of at least 40% at 20 µM;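 also: plate controls were DMSO wells for no effect and DEVD-CHO caspase inhibitor wells for full effect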
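Material: reconstituted apoptosome with Apaf-1, cytochrome c, caspase-9, procaspase-3, dATP. Technique: Rh110 fluorescence intensity. Buffer or medium: pH 7.5 Hepes buffer with CHAPS, BSA, DTT. Times: 30 min plus 50 min, RT.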
Active calls of the source: *; nt = not tested or not shown.

SMILES	SENP8 block-1	PfGluPho inh	NLRP3 yeast inh	SENP6 block	SENP7 inh	HKDC1 inhibitor	SENP8 block-2	SENP1 inh	Apaf1 inhib
CCOC(=O)Cn1nc(C)n(-c2c(C)cccc2C)c1=O	-9	12	5	9	-10	-3	10	-1	-3
Cc1ccc(S(=O)(=O)N(C)CC(=O)N2CCCCCC2)cc1	18	19	3	-15	2	-9	-2	0	3
COC(=O)c1cc(C(=O)N2CCN(c3cccc(C)c3C)CC2)cc([N+](=O)[O-])c1	-19	-1	12	-11	-3	-3	10	0	20
CCCS(=O)(=O)N1CCCC(C(=O)NCc2ccco2)C1 (stereo not drawn)	0	6	22	-11	6	-10	16	-3	13
COc1cc(C(=O)N2CCN(C(=O)c3cc(-c4ccccc4)n[nH]3)CC2)cc(OC)c1OC	-1	10	12	-9	7	-5	17	0	5
O=C(Nc1ccc(Cl)c(Cl)c1)c1ccccc1NC(=O)C1CC=CCC1C(=O)O (stereo not drawn)	4	0	-3	8	-1	0	-83	3	14
CCCCNC(=O)Nc1nnc(SCC(=O)OCC)s1	4	-10	19	22	-1	-7	4	0	1
COC(=O)C(C)Sc1nc2c(cnn2-c2ccc(F)cc2)c(=O)[nH]1 (stereo not drawn)	5	3	22	-26	7	9	16	2	3
CCOc1ccc(Br)cc1S(=O)(=O)NCc1ccncc1	-4	-2	15	0	2	14	-6	1	0
O=C(OCC#CCSc1nnc(-c2cccc3ccccc23)o1)c1ccc2ccccc2c1	3	4	18	-2	1	-3	-394	1	4
O=C(CCCOc1ccc(Cl)cc1Cl)Nc1nnc(C2CC2)s1	1	4	0	5	-6	-3	4	0	7
Cc1ccc(Nc2nc(N/N=C/c3c[nH]c4ccccc34)nc(N3CCOCC3)n2)cc1	2	22	35	-7	-1	-5	-17	-8	7
CCOC(=O)N1CCN(C(=O)c2nn(-c3ccc(C)cc3)c(=O)c3c2c2ccccc2n3C)CC1	5	-1	20	13	-3	-1	-215	2	11
Cc1nn(CCC(=O)NNC(=S)Nc2ccc([N+](=O)[O-])cc2)c(C)c1[N+](=O)[O-]	-7	1	31	-16	-6	-4	20	3	-2
Cc1ccccc1CNC(=O)C1CCC(=O)N(CC2CCCCC2)C1 (stereo not drawn)	-2	-14	19	8	-5	-8	6	0	20
Cc1ccc(C)c(-c2nn(-c3cc(N4CCN(CCO)CC4)ccc3[N+](=O)[O-])c(=O)c3ccccc23)c1	1	9	37	8	-11	-3	31	-1	17
COc1ccc(C2CC(=O)c3cnc(NC(=O)c4cccc(OC)c4)nc3C2)cc1 (stereo not drawn)	-6	-4	3	-7	2	-9	13	-1	-10
Cc1ccc(CSCc2nnc(SCC(=O)N3CCN(c4ccccc4)CC3)n2C)cc1	-7	2	13	-27	-1	-4	20	3	17
O=[N+]([O-])c1cc(C(F)(F)F)ccc1NCCCCNS(=O)(=O)c1ccc(Cl)cc1	-16	8	-5	-15	-1	12	24	4	28
CC(C)(C)CC(C)(C)NC1=CC(=O)OC12CCCCC2	-4	-7	2	-18	7	-12	7	-1	-18
O=C(Cc1ccccc1[N+](=O)[O-])NCCSCc1c(F)cccc1Cl	-5	-5	27	-23	-10	-3	20	1	11
Cn1c(C(=O)NC2CC2)cc(=O)n(C)c1=O	-5	-7	0	-11	-10	-11	4	-2	-5
Cc1ccc(-c2noc(CSc3nnc(-c4ccncc4)n3-c3ccc(F)cc3)n2)cc1	-11	3	19	-6	-12	6	7	1	29
Cc1ccc(N(CC(=O)NC2CCCCC2)S(=O)(=O)c2cccs2)cc1	-1	-1	-13	8	6	-4	7	-2	-2
O=C(NCc1cccs1)C1CCCN(S(=O)(=O)c2cccc3cccnc23)C1 (stereo not drawn)	0	11	17	-14	-5	-8	8	-2	-2

One compound at a time (already shown). Order of values: SENP8 block-1 | PfGluPho inh | NLRP3 yeast inh | SENP6 block | SENP7 inh | HKDC1 inhibitor | SENP8 block-2 | SENP1 inh | Apaf1 inhib
Cc1ccc(S(=O)(=O)N(C)CC(=O)N2CCCCCC2)cc1 is entered as 18 | 19 | 3 | -15 | 2 | -9 | -2 | 0 | 3
O=C(CCCOc1ccc(Cl)cc1Cl)Nc1nnc(C2CC2)s1 is entered as 1 | 4 | 0 | 5 | -6 | -3 | 4 | 0 | 7
Cc1ccc(N(CC(=O)NC2CCCCC2)S(=O)(=O)c2cccs2)cc1 is entered as -1 | -1 | -13 | 8 | 6 | -4 | 7 | -2 | -2

Carrying on:
SMILES	SENP8 block-1	PfGluPho inh	NLRP3 yeast inh	SENP6 block	SENP7 inh	HKDC1 inhibitor	SENP8 block-2	SENP1 inh	Apaf1 inhib
Oc1cccnc1Sc1cccc(C(F)(F)F)c1	-2	13	-22	-24	-8	2	26	0	-1
O=C(Oc1cccc(O)c1)C1CCCCC1	-10	nt	9	-7	5	nt	nt	nt	0
COC(=O)c1sc(NC(=O)COc2ccccc2C)nc1C	-4	-5	18	-13	-1	-8	-12	1	0
CCN(CC(=O)Nc1ccc(NC(C)=O)cc1)C(=O)c1ccc2ccccc2c1	-13	-7	5	-9	-12	-3	6	0	17
Fc1ccc(/C=N/Nc2ncnc3nc[nH]c23)cc1F	9	-1	8	8	11	0	2	3	0
Cc1cc(C)c(NC(=O)c2oc3ccccc3c2COc2ccccc2)c(C)c1	-13	12	3	-23	-2	-3	21	3	25
CN(C(=O)C1CCCN1S(=O)(=O)c1ccc(Cl)cc1)c1ccccc1 (stereo not drawn)	-1	9	5	-7	0	-4	2	1	-3
CCc1ccc(OCCNc2cc(N3CCNC(C)C3)ccc2[N+](=O)[O-])cc1 (stereo not drawn)	-8	-2	24	0	8	6	27	8	75*
C#CCOCCOCCOCCNc1nc(N2CCN(C(=O)CCCCCCCCCCNC(=O)Cn3cc(CCCCCN)nn3)CC2)nc(N2CCN(C(=O)CCCCCCCCCCNC(=O)[C@@H](CCC(=O)O)n3cc(CCCCCN)nn3)CC2)n1	-1	25	27	-3	-1	-8	6	-1	59*
COc1ccc(N2CCN(C(=O)c3ccccc3NC(=O)C3=C(C)OCCS3)CC2)cc1	-6	-19	7	-8	2	1	-1	2	-8
CCN(CC)C(=O)Cn1cc(S(=O)(=O)CC(=O)Nc2cc(C)on2)c2ccccc21	4	-6	10	3	-2	-4	2	1	-11
CC(=O)Nc1ccccc1C(=O)C(=O)Nc1cccc(F)c1	-12	-1	16	-26	-9	0	28	-1	5
Cc1noc(NS(=O)(=O)c2ccc(NC(=O)c3cc(S(=O)(=O)Nc4ccc(F)cc4)ccc3Cl)cc2)c1C	nt	-40	nt	nt	nt	-2	4	1	nt
CN1C(=O)c2cccc(NCCCN3C(=O)c4ccccc4C3=O)c2C1=O	3	-3	28	-27	-9	-6	-89	-22	9
CCOc1ccc(CNC(=O)CCSCc2ccccc2F)cc1OC	2	-14	20	0	-3	-5	-17	3	3
Cc1cc(NC(=O)c2cncc(Br)c2)no1	-4	-6	1	-2	4	3	16	2	1
O=C(Nc1ccc2c(c1)OCCO2)c1cccc(Cl)c1Cl	-4	13	20	40	29	-7	10	0	3
Cc1occc1C(=O)Nc1cccc2ccccc12	91*	32	25	96*	95*	10	-34	-3	18
O=C(Cn1c(=O)n(Cc2ccco2)c(=O)c2c3c(sc21)CCCCC3)c1ccccc1	7	22	0	-2	-10	10	8	-3	22
CCOC(=O)c1c(C)[nH]c(C(=O)COC(=O)c2c(CC)noc2C)c1C	5	8	-5	-4	-1	0	0	0	20
CC1CCCC(NC(=O)c2ccc3c(=O)n(CC4CCCO4)c(=O)[nH]c3c2)C1C (stereo not drawn)	3	4	25	5	1	-6	-84	-1	7
CSc1ccc(Cl)c(C(=O)OCC(=O)N(C)CCC#N)c1	-5	-8	19	-25	9	8	-37	-1	2
CC(C)CNC(=S)N1CCN(c2nc(-c3ccc(Cl)cc3)cs2)CC1	-5	17	26	-25	0	0	10	4	-4
Cc1nc2cc(NC(=O)NCCCO)ccc2o1	2	-6	4	2	10	1	-10	-2	5
O=C(CNC(=S)N(CCCN1CCOCC1)Cc1cccs1)NCc1ccccc1	5	-3	15	3	0	-7	8	-2	3

With a hit mark in SENP7 inh, of those listed so far:
Compound | PfGluPho inh | NLRP3 yeast inh | SENP6 block | SENP7 inh | HKDC1 inhibitor | SENP1 inh
Cc1occc1C(=O)Nc1cccc2ccccc12 | 32 | 25 | 96* | 95* | 10 | -3

The listing picks up with the 3 entries that preceded the break.
SMILES	SENP8 block-1	PfGluPho inh	NLRP3 yeast inh	SENP6 block	SENP7 inh	HKDC1 inhibitor	SENP8 block-2	SENP1 inh	Apaf1 inhib
CC(C)CNC(=S)N1CCN(c2nc(-c3ccc(Cl)cc3)cs2)CC1	-5	17	26	-25	0	0	10	4	-4
Cc1nc2cc(NC(=O)NCCCO)ccc2o1	2	-6	4	2	10	1	-10	-2	5
O=C(CNC(=S)N(CCCN1CCOCC1)Cc1cccs1)NCc1ccccc1	5	-3	15	3	0	-7	8	-2	3
CCOC(=O)c1c(C)[nH]c(C(=O)COC(=O)Cn2cc(C(F)(F)F)ccc2=O)c1C	-4	3	-7	-4	7	0	1	1	-1
Cc1cccc(NS(=O)(=O)c2ccc(C(=O)NCCCN3CCCC3=O)cc2)c1C	-19	-7	6	-22	-12	-7	6	0	11
Nc1ccc(S(=O)(=O)NC(Cc2ccccc2)C(=O)O)cc1 (stereo not drawn)	-8	-6	9	-6	-6	-7	3	0	-6
Cc1cc(C)n(C(=O)CNC(=O)c2cccc(Br)c2)n1	-10	15	12	0	-1	1	9	2	-3
COc1cc(OC)c(OC)cc1/C=N/N(C)c1ccccc1	-8	13	16	7	-5	-2	-2	3	-78
O=C(NCC(c1ccco1)N1CCCCC1)c1ccc(COc2ccc(Cl)cc2)cc1 (stereo not drawn)	nt	22	nt	nt	nt	-3	11	-4	nt
COc1ccc(NC(=O)COC(=O)Cn2cnc3ccccc32)cc1	6	-3	-10	-8	-1	-8	11	2	-7

Arranged by value in NLRP3 yeast inh (rising): five of the compounds above.
SMILES	PfGluPho inh	NLRP3 yeast inh	SENP6 block	SENP7 inh	HKDC1 inhibitor	SENP1 inh
COc1ccc(NC(=O)COC(=O)Cn2cnc3ccccc32)cc1	-3	-10	-8	-1	-8	2
CCOC(=O)c1c(C)[nH]c(C(=O)COC(=O)Cn2cc(C(F)(F)F)ccc2=O)c1C	3	-7	-4	7	0	1
Cc1cccc(NS(=O)(=O)c2ccc(C(=O)NCCCN3CCCC3=O)cc2)c1C	-7	6	-22	-12	-7	0
Cc1cc(C)n(C(=O)CNC(=O)c2cccc(Br)c2)n1	15	12	0	-1	1	2
COc1cc(OC)c(OC)cc1/C=N/N(C)c1ccccc1	13	16	7	-5	-2	3
